Bioassay records (PubChem)
DAGLB inh: DAGLB lipase inhibitors, primary screen, biochemical, fluorescence, HTS; HEK293T DAGLB membrane lysate, EnzChek fluorogenic substrate; inhibition, % at 5.17 µM; 0.059% of 340,000 active; AID 504411, 2011; in the data active = inhibition above about 34%;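 note: 0% = enzyme with vehicle and 100% = wells lacking enzyme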
Target sequence (Q8NCG7 whole entry, looked up): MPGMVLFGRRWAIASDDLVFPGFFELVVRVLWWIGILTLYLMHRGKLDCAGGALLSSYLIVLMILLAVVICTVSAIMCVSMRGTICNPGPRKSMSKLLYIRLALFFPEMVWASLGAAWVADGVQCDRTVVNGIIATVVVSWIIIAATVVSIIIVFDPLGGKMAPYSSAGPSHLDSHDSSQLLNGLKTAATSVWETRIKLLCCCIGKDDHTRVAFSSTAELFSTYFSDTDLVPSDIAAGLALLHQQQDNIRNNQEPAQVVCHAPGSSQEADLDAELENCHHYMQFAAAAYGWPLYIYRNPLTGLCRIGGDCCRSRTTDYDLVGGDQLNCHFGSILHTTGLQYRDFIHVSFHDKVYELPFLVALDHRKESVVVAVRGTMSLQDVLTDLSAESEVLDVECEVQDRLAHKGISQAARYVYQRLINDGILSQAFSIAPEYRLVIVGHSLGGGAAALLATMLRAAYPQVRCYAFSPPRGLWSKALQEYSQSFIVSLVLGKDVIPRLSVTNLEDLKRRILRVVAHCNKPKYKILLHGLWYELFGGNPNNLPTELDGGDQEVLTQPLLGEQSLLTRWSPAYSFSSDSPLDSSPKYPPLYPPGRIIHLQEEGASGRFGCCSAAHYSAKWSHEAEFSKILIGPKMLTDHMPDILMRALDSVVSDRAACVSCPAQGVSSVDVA
PKA-R2B act: activators of PKA-R2B holoenzyme, primary screen, biochemical, fluorescence polarization, Cy5-IP20, human. activation, % at 11.4 µM. PKA-R2B holoenzyme dissociation; R2B truncated from residue 108, S112A mutant; 0% DMSO only, 100% 113 µM cGMP. cAMP-dependent protein kinase catalytic subunit beta (Homo sapiens) + cAMP-dependent …. 0.079% of 340,000 active. AID 504700, 2011;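 active = activation above a cutoff set at the mean over all compounds plus 3 SD, cut at about 18% in these data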;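 note: higher means more holoenzyme dissociation and a rise in polarization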
Target sequence (P31323 whole entry, looked up, other chains not shown, the tested form may be a part): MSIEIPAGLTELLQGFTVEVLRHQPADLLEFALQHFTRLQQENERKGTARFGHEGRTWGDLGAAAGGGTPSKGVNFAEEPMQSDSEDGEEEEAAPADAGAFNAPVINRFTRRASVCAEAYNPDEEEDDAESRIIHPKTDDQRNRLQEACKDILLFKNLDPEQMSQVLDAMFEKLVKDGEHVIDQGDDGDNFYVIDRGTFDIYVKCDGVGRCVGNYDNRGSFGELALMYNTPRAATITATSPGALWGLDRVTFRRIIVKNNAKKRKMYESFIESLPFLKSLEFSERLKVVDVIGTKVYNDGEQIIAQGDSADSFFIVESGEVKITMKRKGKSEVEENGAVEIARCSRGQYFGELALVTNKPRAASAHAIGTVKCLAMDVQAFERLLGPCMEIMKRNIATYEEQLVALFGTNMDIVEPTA
* hit, by the source's call.

SMILES | DAGLB inh | PKA-R2B act
C#CCN(C[C@@H]1[C@@H](OC(=O)NCc2ccco2)[C@@H](OC(=O)NCc2ccco2)Cn2c(=O)ccc(=O)n21)S(=O)(=O)c1ccc(C)cc1 | 2 | -7
COc1ccc([C@H]2N[C@]3(CCCN(Cc4ccc(F)cc4)C3=O)[C@H]3C(=O)N(C)C(=O)[C@@H]23)cc1 | 2 | 1
Cc1cn([C@H]2C[C@H](O)[C@@H](CNC(=O)[C@H](N)Cc3cn(COCc4ccccc4)cn3)O2)c(=O)[nH]c1=O | 1 | -5
COc1ccc([C@H]2C[C@H](n3cc(C4CC4)nn3)[C@@H](O)CN2C(=O)C2CCCCC2)cc1 | 1 | 4
Cc1cc(Cl)ccc1OC(C)C(=O)Nc1cccc(S(=O)(=O)N2CCOCC2)c1 (stereo not drawn) | -7 | -1
COc1ccc([C@@H]2C[C@H]3[C@@H](CN2S(=O)(=O)c2ccccc2)C(=O)C[C@@H](c2ccc(C)cc2)N3S(=O)(=O)c2ccc(C)cc2)cc1 | -6 | -3
CCCCCCn1c(=O)n2n(c1=O)C[C@]1(OC(=O)NCc3ccco3)CN(S(=O)(=O)c3ccc(C)cc3)C[C@]1(O)C2 | 2 | -2
COc1ccccc1C#Cc1cnc2c(c1)C(=O)N([C@H](C)CO)C[C@@H](C)[C@@H](CN(C)C(=O)c1ccc3c(c1)OCO3)O2 | 2 | 0
O[C@H]1C[C@H](c2ccc(Cl)cc2)N(Cc2cccs2)C[C@@H]1n1cc(-c2ccc(F)cc2)nn1 | -2 | -14
CCCCCCN1C[C@@H](O)[C@H](n2cc(-c3ccc(F)cc3)nn2)C[C@@H]1c1ccccc1 | -3 | -1
Nc1ccn(CCCN2CCN(C(=O)C3CC3)CC2)c(=O)n1 | 2 | -5
C[C@@H]1CN([C@H](C)CO)C(=O)c2cc(Br)cnc2O[C@@H]1CN(C)C(=O)c1cccc(F)c1 | -3 | 3
C[C@@H]1CN([C@@H](C)CO)C(=O)c2cc(-c3ccncc3)cnc2O[C@H]1CN(C)C(=O)c1cccc(F)c1 | 2 | 2
C[C@H]1CN([C@@H](C)CO)C(=O)CCCn2cc(nn2)CO[C@@H]1CN(C)C(=O)Nc1ccc(F)cc1 | 0 | 5
COc1ccc(NC(=O)C[C@H]2C(=O)N(c3ccc(Br)cc3)C[C@@H]2CSC)cc1 | -5 | -3
CC1CCC(N(C)C(=O)CN2C(=O)NC(c3ccccc3)(c3ccccc3)C2=O)CC1 (stereo not drawn) | -3 | 4
COc1cc(/C=C/CNC[C@H]2O[C@@H](n3ccc(N)nc3=O)[C@H](O)[C@@H]2O)ccc1O | -1 | 3
O=C1NC(Cc2ccccc2)c2nc3ccc(Br)cc3c(=O)n2-c2cc3ccccc3cc21 (stereo not drawn) | 3 | -7
CCCCCCN1C[C@H](O)[C@@H](n2cc(C3CC3)nn2)C[C@@H]1c1ccc(Cl)cc1 | 1 | 3
C[C@H](CO)N1C[C@H](C)[C@@H](CN(C)Cc2cccc(F)c2)Oc2cc(-c3cccc(C#N)c3)ccc2S1(=O)=O | -4 | -4
C[C@@H]1CN([C@@H](C)CO)C(=O)c2cc(N(C)C)ccc2O[C@@H](C)CCCCO[C@@H]1CN(C)Cc1ccc2c(c1)OCO2 | 4 | 1
Cc1ccc([C@@H]2CC(=O)[C@@H]3CN(S(=O)(=O)c4ccccc4C)[C@H](c4ccc(Cl)cc4)C[C@@H]3N2S(=O)(=O)c2ccc(C)cc2)cc1 | -15 | 2
Cc1ccc2nc3n(c(=O)c2c1)-c1ncccc1C(=O)NC3Cc1ccccc1 (stereo not drawn) | -1 | -3
O=C(Cc1ccc(Cl)cc1)NCC(=O)N1CCC2(CC1)NCCc1[nH]cnc12 | -2 | 1
C[C@@H]1CN([C@H](C)CO)S(=O)(=O)c2ccc(Br)cc2O[C@H]1CN(C)S(C)(=O)=O | -5 | 3
COc1ccc(N2c3ccccc3CN(Cc3ccccc3)CC2Cc2cc(OC)c(OC)c(OC)c2)cc1 (stereo not drawn) | -26 | -4
CC(C)C1C(=O)N(Cc2cn(CC3CCCCC3)nn2)CCS(=O)(=O)N1Cc1ccc(-c2ccc(Cl)nc2)cc1 (stereo not drawn) | -1 | 2
COCOCCn1cc(CN2CCS(=O)(=O)N(Cc3ccc(-c4ccc(OC)c(OC)c4)cc3)C(C)C2=O)nn1 (stereo not drawn) | 0 | -9
CC1C(=O)N(Cc2cn(CCC3OCCCO3)nn2)CCS(=O)(=O)N1Cc1ccc(-c2ccncc2)cc1 (stereo not drawn) | 0 | -3
C[C@H]1CN([C@@H](C)CO)S(=O)(=O)c2ccc(Br)cc2O[C@H]1CN(C)C(=O)Cc1ccccn1 | -4 | 1

Entries listed so far containing a carbonyl joined to an NH by a bond outside any ring (7):
SMILES | DAGLB inh | PKA-R2B act
C#CCN(C[C@@H]1[C@@H](OC(=O)NCc2ccco2)[C@@H](OC(=O)NCc2ccco2)Cn2c(=O)ccc(=O)n21)S(=O)(=O)c1ccc(C)cc1 | 2 | -7
Cc1cn([C@H]2C[C@H](O)[C@@H](CNC(=O)[C@H](N)Cc3cn(COCc4ccccc4)cn3)O2)c(=O)[nH]c1=O | 1 | -5
Cc1cc(Cl)ccc1OC(C)C(=O)Nc1cccc(S(=O)(=O)N2CCOCC2)c1 (stereo not drawn) | -7 | -1
CCCCCCn1c(=O)n2n(c1=O)C[C@]1(OC(=O)NCc3ccco3)CN(S(=O)(=O)c3ccc(C)cc3)C[C@]1(O)C2 | 2 | -2
C[C@H]1CN([C@@H](C)CO)C(=O)CCCn2cc(nn2)CO[C@@H]1CN(C)C(=O)Nc1ccc(F)cc1 | 0 | 5
COc1ccc(NC(=O)C[C@H]2C(=O)N(c3ccc(Br)cc3)C[C@@H]2CSC)cc1 | -5 | -3
O=C(Cc1ccc(Cl)cc1)NCC(=O)N1CCC2(CC1)NCCc1[nH]cnc12 | -2 | 1

(more compounds)
SMILES | DAGLB inh | PKA-R2B act
Cc1noc(C)c1NC(=O)N(C)C[C@@H]1OCc2ccccc2-c2c(n(C)c3ccccc23)C(=O)N([C@H](C)CO)C[C@H]1C | -2 | 2
CC1=C(C(=O)N(C)C)CC(CC(=O)NCCCN(C)C)C(=O)N1Cc1ccccc1 (stereo not drawn) | 3 | -2
C#CCN(C[C@H]1[C@H](OC(=O)Nc2c(C)noc2C)[C@H](OC(=O)Nc2c(C)noc2C)C[C@@H](C(=O)OC)[C@H]1C(=O)OC)S(=O)(=O)c1ccc(C)cc1 | 0 | -13
CCC[C@H]1CN(c2ccc(OC)cc2)C(=O)[C@@H]1CC(=O)NC | -1 | 6
N#Cc1ccc(S(=O)(=O)NC[C@H]2O[C@@H](n3ccc(N)nc3=O)[C@H](O)[C@@H]2O)cc1 | -1 | 1
C[C@@H]1CCCCO[C@H](CN(C)C(=O)Nc2ccc3c(c2)OCO3)[C@@H](C)CN([C@H](C)CO)C(=O)c2cc(NS(=O)(=O)c3ccc(F)cc3)ccc2O1 | 0 | 2
COc1ccc(NC(=O)C[C@H]2C(=O)N(Cc3ccccc3)C[C@@H]2c2ccc(OC)cc2)cc1 | -2 | 4
Cc1ccc(CN2CCC[C@]3(N[C@H](c4ccc(C)cc4)[C@@H]4C(=O)N(C)C(=O)[C@@H]43)C2=O)cc1 | -3 | -10
CCCc1c(C(=O)N/N=C/c2ccc(OCc3ccc(F)cc3)cc2)nnn1-c1nonc1N | 3 | 4
O=C(c1cccs1)N1C[C@@H](O)[C@H](n2cc(C3CC3)nn2)C[C@@H]1c1ccc(Cl)cc1 | -4 | 12
CC(CO)NS(=O)(=O)c1cccc(Cl)c1F (stereo not drawn) | 1 | -4
COC(=O)C[C@@H]1C[C@@H]2c3cc(NS(=O)(=O)c4ccc(F)cc4)ccc3O[C@@H]2[C@@H](CO)O1 | -4 | 1
CCOc1cc(/C=C/C(=O)OCC(=O)N(CC)C2CCS(=O)(=O)C2)cc(Cl)c1OC (stereo not drawn) | -3 | 11
O[C@@H]1CN(Cc2cccs2)[C@@H](c2ccc(Cl)cc2)C[C@H]1n1cc(-c2ccc(F)cc2)nn1 | -4 | 18
CCCCCC(=O)N1C[C@H](O)[C@@H](n2cc(-c3ccc(F)cc3)nn2)C[C@@H]1c1ccc(C)cc1 | -5 | -4
Cc1cn([C@H]2C[C@H](O)[C@@H](CNC(=O)c3ccccn3)O2)c(=O)[nH]c1=O | 0 | -6
Cc1cn([C@H]2C[C@H](O)[C@@H](CNS(=O)(=O)N3CCCC3)O2)c(=O)[nH]c1=O | 4 | 2
C[C@H](CO)N1C[C@H](C)[C@@H](CN(C)S(=O)(=O)c2ccccc2F)Oc2ncc(C#Cc3cccnc3)cc2C1=O | 2 | 3
Cc1ccc([C@@H]2C[C@H]3[C@@H](CN2S(=O)(=O)c2ccc(Cl)cc2)C(=O)C[C@@H](c2ccc(Cl)cc2)N3S(=O)(=O)c2ccccc2C)cc1 | -17 | 0
Cc1ccc([C@H]2C[C@@H](O)[C@H](n3cc(-c4ccc(F)cc4)nn3)CN2Cc2cccs2)cc1 | -1 | 3
C[C@H](CO)N1C[C@H](C)[C@H](CN(C)C(=O)Nc2cccc(Oc3ccccn3)c2)OCc2cnnn2CCCC1=O | -4 | 7
COc1ccc([C@H]2C[C@H](n3cc(COC(=O)c4ccccc4)nn3)[C@@H](O)CN2Cc2cccs2)cc1 | -3 | -5
CCCCCCNC(=O)O[C@]12C[C@@H](C(=O)OC)[C@@H](C(=O)OC)C[C@@]1(O)CN(S(=O)(=O)c1ccc(C)cc1)C2 | 0 | 5
COc1ccc([C@H]2C[C@@H](n3cc(C4CC4)nn3)[C@H](O)CN2Cc2cccs2)cc1 | 5 | 2
Cc1ccc([C@H]2N[C@]3(CCCN(Cc4cccn4C)C3=O)[C@H]3C(=O)N(Cc4ccccc4)C(=O)[C@@H]23)cc1 | -1 | -2
Cc1ccc(Cc2c(-c3ccc(Cl)cc3)nc3ccc(Cl)cn23)cc1 | -4 | -7
COc1ncnc2c1ncn2CCCNCc1ccc2c(c1)OCO2 | -3 | -5
CCCCCC(=O)N1C[C@H](O)[C@@H](n2cc(C3CC3)nn2)C[C@@H]1c1ccc(Cl)cc1 | -1 | 5
Cc1ccc(-c2ccc3c(c2)O[C@H](CN(C)Cc2cncnc2)[C@@H](C)CN([C@H](C)CO)S3(=O)=O)cc1 | -3 | 4
Cc1ccc(-c2cnc3c(c2)C(=O)N([C@H](C)CO)C[C@H](C)[C@@H](CN(C)Cc2ccccc2F)O3)cc1 | -4 | -5
CCN(CC)C(=O)C1=C(C)N(CCCN2CCCC2=O)C(=O)C(CC(=O)NC(c2ccccc2)c2ccccc2)C1 (stereo not drawn) | -2 | 10
COc1ccc(CN2C(=O)C(CC(=O)NC3CCCCC3)CC(C(=O)N3CCOCC3)=C2C)cc1 (stereo not drawn) | -2 | -6
C[C@@H]1CN([C@@H](C)CO)C(=O)CCCn2cc(nn2)CO[C@H]1CN(C)C(=O)OCc1ccccc1 | 0 | 3
C[C@@H]1CN([C@@H](C)CO)C(=O)CCCn2cc(nn2)CO[C@H]1CN(C)C(=O)CCCN(C)C | 0 | -1
CCCCCCN1C[C@@H](O)[C@H](n2cc(C3CC3)nn2)C[C@@H]1c1ccc(Cl)cc1 | -3 | -8
CC1(C)CN(Cc2cccnc2)C(=O)[C@H]1CC(=O)Nc1ccc(Br)cc1 | -1 | 3
CN(C)S(=O)(=O)c1cccc(C(=O)N2CCN(S(=O)(=O)c3ccc4c(c3)OCCO4)CC2)c1 | -1 | -4
Cc1ccc(S(=O)(=O)N(C)C[C@@H]2Oc3ncc(Br)cc3C(=O)N([C@H](C)CO)C[C@H]2C)cc1 | -3 | -2
COc1ccc([C@H]2C[C@@H](O)[C@H](n3cc(-c4ccc(F)cc4)nn3)CN2C(=O)C2CCCCC2)cc1 | -1 | 8
O[C@@H]1CN(CC2CCCCC2)[C@@H](c2ccc(Cl)cc2)C[C@H]1n1cc(C2CC2)nn1 | -5 | -2
C[C@H](CO)N1C[C@H](C)[C@H](CN(C)Cc2ccc(Oc3ccccc3)cc2)Oc2cc(Br)ccc2S1(=O)=O | -7 | 10
O=C(OCc1ccccc1)N1CCC2CC1c1cc(/C=C/CCCSc3ncccn3)ccc12 (stereo not drawn) | -18 | -5
O=C(c1ccoc1)N1CCN(c2cc(-c3ccccc3)nc3cc(-c4ccccc4)nn23)CC1 | -1 | 2
C[C@@H]1CN([C@H](C)CO)C(=O)CCCn2nncc2CO[C@H]1CN(C)C(=O)Nc1ccc(N2CCCCC2)cc1 | 0 | 9
O=C(Nc1ccn(CCCN2CCN(Cc3ccc(F)cc3)CC2)c(=O)n1)OCc1ccccc1 | -2 | 2

Part of the list above, with values under each structure.
Sequence of screens – DAGLB inh, PKA-R2B act
- C[C@@H]1CN([C@@H](C)CO)C(=O)CCCn2cc(nn2)CO[C@H]1CN(C)C(=O)OCc1ccccc1
    0, 3
- C[C@@H]1CN([C@@H](C)CO)C(=O)CCCn2cc(nn2)CO[C@H]1CN(C)C(=O)CCCN(C)C
    0, -1

Later entries.
SMILES | DAGLB inh | PKA-R2B act
Nc1ccn([C@@H]2O[C@H](CNCc3cccc(OC4CCCC4)c3)[C@@H](O)[C@H]2O)c(=O)n1 | 2 | 0
C#CCN(C[C@@H]1[C@@H](OC(=O)NC2CC2)[C@@H](OC(=O)NC2CC2)Cn2c(=O)n(CCCCCC)c(=O)n21)S(=O)(=O)c1ccc(C)cc1 | -1 | -20
CCCCCC(=O)N1C[C@@H](O)[C@H](n2cc(COC(=O)c3ccccc3)nn2)C[C@@H]1c1ccc(OC)cc1 | -3 | -3
COc1ccc(NC(=O)C[C@H]2C(=O)N(C3CCCCC3)C[C@@H]2C)cc1 | 1 | 15
CCCC#Cc1ccc2c(c1)O[C@H](CN(C)C(=O)CC1CC1)[C@H](C)CN([C@@H](C)CO)S2(=O)=O | -2 | -5

These rows are one share of the data; rates above refer to the full screens.
